Screening results (PubChem)
Menin-MLL TR inh: menin-MLL binding inhibition, Texas Red mutant peptide; O00255; Menin + Texas Red MLL mutant peptide, fluorescence polarization; Potency, µM (series often up to 61.6 µM), for inactives: at the top dose FP activity change, negative = inhibition, most hits filed as inhibitors; actives 0.23% (n = 270,000); AID 1768; active = well fitted inhibition curve with a large enough effect in the polarisation, with a control signal flat, not every such curve was filed as active; inconclusive = small, poorly fitted or top-dose-only effect, or effect the other way, or a change in a side signal; inactive = no such curve, though single readings can be large or run the other way; the % refers to the polarisation; note: potency is the fitted concentration of half-maximal effect; % of control where 0% means no effect; many of its hits are not listed in these tables
KCNH2 3.1 inh: inhibitors of human KCNH2 3.1 potassium channel isoform | activity change, % (tested at about 1.8 µM) | U2OS KCNH2 3.1, thallium flux FluxOr; stronger effect = lower value | actives 0.95% (n = 340,000);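 active = maximum activity change below -70%; inconclusive = maximum activity change from -70% to -50%; inactive = maximum activity change above -50%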;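 note: thallium influx rate constant from kinetic fluorescence after stimulation buffer; % is set by controls: 0 for no effect and ±100 for the full control effect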
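Channel expression came from 3.1 mutant virus (1.77 x 10^8 /mL) applied to suspended U2OS cells for 4 h. Flux was tracked with FluxOr dye plus Red40 quencher, and kinetic rate constants normalized to controls.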
FLuc modulator: inhibits or activates purified firefly luciferase, miR-21 counter-screen. P08659. purified FLuc, Km substrates, luminescence inhibition. Potency, µM (series often up to 57.5 µM), without a hit: at the top dose activity change, negative = inhibition, usual class: inhibitors. actives 6.9% (n = 360,000);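 note: potency is the fitted concentration of half-maximal effect; plate controls were vehicle for no effect and reference inhibitor for full effect; nearly all actives have a fitted effect of over 55% in size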
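Biochemical qHTS of compounds, final roughly 60 µM downward over six points, against 10 nM purified firefly luciferase using Km concentrations of substrates (10 uM D-luciferin, 10 uM ATP) in Tris acetate pH 7.5 buffer; luminescence output.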
ELG1 DNA repair: ELG1-dependent DNA repair inhibition. HEK293T ELG1-luciferase reporter, luminescence, 16 h; DNA damage induced by 5-fluorouridine. Potency, µM (highest dose often 46.1 µM), for the others: top-dose activity change, negative = inhibition, actives largely listed as inhibitors. actives 2.3% (n = 330,000). AID 504467; note: potency is the fitted concentration of half-maximal effect; % is set by controls: 0 for no effect and ±100 for the full control effect; nearly all actives have a fitted effect of over 55% in size
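Quantitative HTS, concentration-response format. 2,000 cells/well co-treated with 5-fluorouridine and compound, 16 hr in 5% CO2 at 37 °C; ONE-Glo luminescence read after 30 min.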
Rab9 prom act: activates the Rab9 promoter; Potency, µM (series often up to 9.22 µM), inactives show at the top dose activation, negative = inhibition, usual class: activators; AID 485297; Huh7 Rab9 promoter-luciferase reporter, luminescence, 24 h; actives 2.8% (n = 320,000); note: potency is the fitted concentration of half-maximal effect; % of control where 0% means no effect; nearly all actives have a fitted effect of over 60% in size
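Using Huh7 cells stably transfected with Rab9 promoter–luciferase, compounds were incubated 24 h at 37 °C, 5% CO2; luciferase luminescence was read 10 min after reagent addition.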
PKM2 activator: increases activity of human pyruvate kinase M2; P14618; purified PKM2, Kinase-Glo ATP luminescence, activation; response scale: 0% is enzyme alone, no compound; Potency, µM (top dose mostly 57.5 µM), for the others: at the top dose activation, most hits filed as activators; actives 0.34% (n = 260,000); note: potency is the fitted concentration of half-maximal effect; % is set by controls: 0 for no effect and ±100 for the full control effect; nearly all actives have a fitted effect of over 55% in size
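ATP formation by purified human PK-M2, quantified via coupled luciferase luminescence after 1 h at room temperature with 0.1 mM ADP and 0.5 mM PEP final.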
NPC1 prom act: activates the NPC1 promoter; Huh7 NPC1 promoter luciferase reporter, 24 h; Potency, µM (titrated, usually from 9.22 µM), inactives show at the top dose activation, usual class: activators; actives 2.4% (n = 320,000);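 note: potency is the fitted concentration of half-maximal effect; % of control where 0% means no effect; nearly all actives have a fitted effect of over 60% in size; reporter is driven by a mutant NPC1 promoter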
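Huh7 reporter cells (NPC1 promoter driving luciferase) are dosed with compound for 24 h at 37 °C, 5% CO2; luciferase detection reagent is then added and luminescence measured after 10 min at ambient temperature.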
RORgamma inh: ROR gamma (mouse) transcription inhibition; P51450; Drosophila S2 Gal4-RORgamma UAS-luciferase reporter, 20 h; Potency, µM (series often up to 53.6 µM), for inactives: at the highest dose activity change, negative = inhibition, usual class: inhibitors; actives 5.4% (n = 310,000); note: potency is the fitted concentration of half-maximal effect; % is set by controls: 0 for no effect and ±100 for the full control effect; nearly all actives have a fitted effect of over 60% in size
Target sequence (P51450 whole entry, looked up, the tested form may be a part): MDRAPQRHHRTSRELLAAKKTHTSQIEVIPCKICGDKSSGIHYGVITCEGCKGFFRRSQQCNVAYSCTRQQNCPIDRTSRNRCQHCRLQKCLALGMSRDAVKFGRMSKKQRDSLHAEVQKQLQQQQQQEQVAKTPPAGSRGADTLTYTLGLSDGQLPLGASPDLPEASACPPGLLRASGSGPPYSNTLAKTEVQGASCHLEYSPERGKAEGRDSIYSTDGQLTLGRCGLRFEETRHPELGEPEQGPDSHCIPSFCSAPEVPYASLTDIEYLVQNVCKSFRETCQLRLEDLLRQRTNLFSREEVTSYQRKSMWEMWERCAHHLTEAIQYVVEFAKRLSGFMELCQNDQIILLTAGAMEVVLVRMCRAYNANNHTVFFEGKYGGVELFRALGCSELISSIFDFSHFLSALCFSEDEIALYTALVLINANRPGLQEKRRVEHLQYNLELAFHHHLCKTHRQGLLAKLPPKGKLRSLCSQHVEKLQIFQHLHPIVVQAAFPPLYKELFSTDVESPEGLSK
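Read-out: Photinus luciferase luminescence; inhibitors lower reporter signal. Insect Schneider cells with Gal4-ROR gamma fusion under metallothionein promoter, UAS reporter; 700 uM final copper sulfate induction, 20 hr, ambient temperature.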
MBNL1-CUG inh: blocks human MBNL1 binding to CUG repeat RNA; Q9NR56; TR-FRET MBNL1-His/biotin-(CUG)12 binding, 665/545 ratio; Potency, µM (highest dose often 57.5 µM), inactives show at the highest dose activity change, negative = inhibition, actives largely listed as inhibitors; actives 0.036% (n = 280,000); AID 2675; active = well fitted inhibition curve with a large enough effect in the signal ratio, with a control signal flat, not every such curve was filed as active; inconclusive = small, poorly fitted or top-dose-only effect, or effect the other way, or a change in a side signal; inactive = no such curve, though single readings can be large or run the other way; the % refers to the signal ratio; note: potency is the fitted concentration of half-maximal effect; % is set by controls: 0 for no effect and ±100 for the full control effect
Target sequence (Q9NR56 whole entry, looked up): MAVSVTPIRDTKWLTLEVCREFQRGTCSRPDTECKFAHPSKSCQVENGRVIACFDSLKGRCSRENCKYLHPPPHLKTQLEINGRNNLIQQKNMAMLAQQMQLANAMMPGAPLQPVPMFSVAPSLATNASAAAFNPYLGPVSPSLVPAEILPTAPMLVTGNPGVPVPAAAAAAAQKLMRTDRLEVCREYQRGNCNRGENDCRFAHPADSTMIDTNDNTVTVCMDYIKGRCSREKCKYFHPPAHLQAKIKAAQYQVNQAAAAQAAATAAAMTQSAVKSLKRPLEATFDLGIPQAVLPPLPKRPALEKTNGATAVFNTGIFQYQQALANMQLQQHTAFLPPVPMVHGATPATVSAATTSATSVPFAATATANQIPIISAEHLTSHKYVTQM
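His-tagged MBNL1 binding to biotinylated (CUG)12 RNA was measured by TR-FRET using terbium anti-His antibody (0.055 ng/ul final) and streptavidin-XL665 (5 nM final). Compounds were titrated 92 nM to 58 uM; 60 min at room temperature.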
Gal4-VP16 FLuc: counter-screen for ROR gamma inhibitors: Gal4-VP16 reporter | Drosophila S2 Gal4-VP16 UAS-luciferase, luminescence, 20 h | Potency, µM (top dose mostly 53.6 µM), without a hit: at the highest dose activity, negative = inhibition, hits mostly inhibitors | actives 3.5% (n = 310,000) | AID 2546;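 note: Gal4-VP16 expression switched on by copper sulfate through the metallothionein promoter; potency is the fitted concentration of half-maximal effect; % is set by controls: 0 for no effect and ±100 for the full control effect; nearly all actives have a fitted effect of over 50% in size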
Mito fusion yeast: inhibitors of mitochondrial division or activators of mitochondrial fusion; S. cerevisiae fusion-defective mutant growth rescue, CellTiterGlo 48 h; Potency, µM (series often up to 46.1 µM), for the others: at the top dose growth rescue (activation), hits mostly activators; actives 0.23% (n = 320,000); AID 485298;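 note: potency is the fitted concentration of half-maximal effect; % of control where 0% means no effect; nearly all actives have a fitted effect of over 45% in size; temperature-sensitive fusion mutants such as fzo1-1 at 37 °C on non-fermentable ethanol glycerol medium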
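Temperature-sensitive fusion-defective S. cerevisiae (e.g. fzo1-1, mgm1-5) were grown with compound in YPEG medium (3% ethanol, 3% glycerol) for 48 hours at 37C. Growth rescue was measured as viability by CellTiterGlo luminescence after 10 minutes at ambient.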
Numbers without * were called inactive; u = inconclusive; x = not tested or not shown; & = joins results of further samples; [ ] = remark or other dose. Unless noted, calls come from the whole dose curve; as a rule, active = well fitted curve in the direction sought with a large enough effect; inconclusive = small, poorly fitted or top-dose-only effect, or another doubt; inactive = no such curve, though single readings can be large; an effect the other way counts as inactive or inconclusive. Only part of the results is shown; count on the stated rates, not on these rows.

Below each SMILES – Menin-MLL TR inh, KCNH2 3.1 inh, FLuc modulator, ELG1 DNA repair, Rab9 prom act, PKM2 activator, NPC1 prom act, RORgamma inh, MBNL1-CUG inh, Gal4-VP16 FLuc, Mito fusion yeast
> COc1ccc(N(C)C(=O)c2cc3c(s2)-c2ccc(Cl)cc2S(=O)(=O)C3)c(OC)c1
 : 10%, -3, -1%, 21µM*, -8%, x, -15%, 1%, 4%, 0%, 2%
> Cc1nc(C)c(C)nc1C
 : -8%, x, -2%, x, 0%, -4%, -5%, -2%, 0%, -4%, 1%
> CN(C)c1ncc(S(=O)(=O)c2ccccc2)c(N)n1
 : -16%, 4, -3%, -3%, -5%, -2%, 1%, 5%, 1%, -10%, -1%
> CSCCC(NC(=O)c1ccccc1Br)C(=O)NC(C)CCc1ccccc1 (centres undefined)
 : -1%, -7, 1%, -3%, 3%, -1%, -3%, 11%, 2%, 18%, -1%
> O=C(N/C(=C/c1cccc([N+](=O)[O-])c1)C(=O)N1CCCC1)c1ccccc1
 : -13%, -1, -3%, -11%, 2%, x, 0%, 0%, u, -18%, 8%
> CCc1nc2ccccc2c(C(=O)Oc2ccc(C(=O)OC)cc2)c1C
 : -2%, x, u, u, -3%, 7%, 2%, 17%[10 µM], x, -1%, u
> COc1cc(C(=O)Oc2c(OC)cc(C(=S)N3CCOCC3)cc2OC)cc(OC)c1OC
 : -18%, 1, 1%, 9%, -1%, 0%, -5%, 10%, 1%, -1%, 4%
> CN(C(=O)COC(=O)c1cccc(S(=O)(=O)N(C)c2ccccc2)c1)C1CCCCC1
 : x, -3, u, u, -1%, x, -1%, x, x, x, 3%
> N#CC1(N2CCN(C(=O)c3ccccc3)CC2)CCCCC1
 : 10%, 1, 0%, 14%, 1%, -12%[11.5 µM], 3%, -41%, -9%, 1%, 1%
> Cc1ccnc(N/C=C/C(=O)c2ccc(Br)cc2)c1
 : 7%, -1, 0.95µM*, u, 1.1µM*, x, 1.6µM*, u, 47%[activator], u, 12%
> Cc1ccc2c(c1)N(C(=O)CCC(=O)NCC(C)c1ccccc1)CC(C)O2 (centres undefined)
 : -16%, -1, 0%, -5%, -1%, -1%, 2%, 16%, 5%, -1%, 4%
> O=C(O)C1=NOC(CNc2ncc(C(F)(F)F)cc2Cl)C1 (centres undefined)
 : 10%, 2, -12%, 2%, -6%, 4%, -1%, 15%, 3%, -2%, 0%
> Cc1c(OCC(=O)NCC(O)c2ccccc2)ccc2c(-c3ccccc3)cc(=O)oc12 (centres undefined)
 : 3%, -2, -2%, u, 0%, -4%, 0%, u, 3%, -10%, 4%
> COc1ccccc1N1CCN(/N=C/c2ccc(O)c(O)c2)CC1
 : u, 6, u, 23%, -21%, 2%, -28%, -30%, 5%, -9%, 9%
> O=C(N/C(=C/c1ccc(Br)cc1)C(=O)N1CCCC1)c1ccccc1F
 : -18%, -2, -3%, -4%, -2%, -14%, -3%, 10%, -1%, -18%, 11%
> O=C(CCCn1c(=O)[nH]c2ccccc2c1=O)N1CCN(c2ccccn2)CC1
 : -1%, 3, 2%, 0%, -4%, -1%, -1%, -23%, 0%, -10%, 2%
> Cc1nnc(N)s1
 : x, 3, 3%, -13%, -2%, -9%, 2%, 22%, -1%, -7%, -1%
> Cc1ccc(C(=O)C(C)OC(=O)C2CCN(c3ccc(C(F)(F)F)cn3)CC2)cc1 (centres undefined)
 : x, -37, -1%, 2%, -3%, x, 1%, x, x, x, 10%
> CN(C)c1ccc(-n2cccc2/C=C/[N+](=O)[O-])cc1
 : 0%, -7, -15%, u, -4%, -1%, -12%, 11µM*, 12%, -6%[10 µM], -2%
> C=CCn1c(SCC(=O)NC(N)=O)nnc1-c1cc2c(s1)CCC(CC)C2 (centres undefined)
 : u, 1, u, 1%, -1%, 1%, -4%, u, 5%, -5%, -5%
> O=C(O)CCc1ccc(-c2cccs2)n1NC(=O)c1ccc(Cl)cc1
 : 13%, -15, 2%, 6%, -3%, u, 2%, -15%, 8%, 16%, 0%
> Cc1ccc(SCCN2CCN(C)CCC2=O)cc1
 : -2%, x, -16%, u, 30%, -8%, 23%, -34%&3%, -8%, 1%&6%, -9%
> CC(=O)c1c(C)[nH]c(C(=O)CN2C(=O)NC(C)(c3ccc4c(c3)OCO4)C2=O)c1C (centres undefined)
 : 2%, 8, 0%, 21%, -3%, -1%, 1%, 17%, -8%, -2%, 1%
> CNCc1ccccc1Sc1ccc(OC)cc1
 : u, -8, 1%, -5%, 2%, -3%, 1%, -8%, 0%, -1%, -1%
> COc1ccc(-c2ccc(CCC(=O)O)n2-c2ccc(O)cc2)cc1
 : -2%, -9, u, 5%, -9%, 6%, 0%, -8%, 1%, 1%, -16%
> Cc1ccc(NCc2nc3ccccc3n2CCOc2ccccc2)cc1
 : 26%, -47, 8.5µM*, u, 2.5µM*, -4%, 4.5µM*, u, x, u, 30%
> CC(C)CC(CCc1ccccc1)OS(N)(=O)=O (centres undefined)
 : -17%, -7, 2%, 6%, 4%, 5%, -2%, 19%, -15%, -10%, -1%
> COc1ccc(-n2c(-c3cnccn3)n[nH]c2=S)cc1
 : 14%, -3, -1%, 13%, -4%, -8%, 1%, u, -6%, -10%, -2%
> CCn1cc(CN2CCC(n3nccc3NC(=O)c3ccc4c(c3)OCO4)CC2)c(C)n1
 : x, -15, -4%, 15%, 0%, 0%, 0%, 1%, -14%, u, 3%
> CCCCN(CC)CCNC(=S)Nc1ccc2nc(N3CCN(C)CC3)cc(C)c2c1
 : -26%, 6, 2%, -7%, 3%, x, -4%, -35%, -11%, -10%, 3%
> NC(=Nc1ccccc1)NC(=O)c1nc(Cl)c(N)nc1N
 : 15%, -10, x, x, u, x, u, x, u, x, u
> CCc1cc(=O)oc2c(CNCc3ccccc3F)c(O)c(Cl)cc12
 : 26%, 9, -1%, 18%, 3%, x, 4%, -21%, 13%, -3%, -9%
> COc1ccc(NS(=O)(=O)c2ccc(NC(=O)c3ccccc3Br)cc2)nn1
 : 9%, 6, -9%, 0%, -14%, -5%, -2%, u, -13%, -4%, -1%
> O=C(CC1S/C(=N/N=C2CCCCCC2)NC1=O)Nc1ccccc1C(F)(F)F (centres undefined)
 : -8%, -6, -1%, -2%, -3%, x, 3%, 5.6µM*, -1%, u, 8%
> CCCc1nn(C)c(C(=O)Nc2ccc(CC)cc2)c1Cl
 : 0%, -5, u, u, 1%, 4%, 1%, -6%, -3%, 2%, 18%
> Cc1cc(C)n(-c2cc(Cl)cc(Cl)c2)c(=O)c1C#N
 : -7%, -16, 3%, -2%, 0%, 2%, 0%, -2%, -2%, -4%, -1%
> S=c1[nH]nc(COc2ccccc2)n1/N=C/c1ccccc1Br
 : 31%[activator], -4, 3%, 7%, -3%, x, -2%, 8.9µM*, 11%, u, -10%
> CC/C(Cc1ccccc1)=N/NC(=O)c1cccc(Br)c1
 : 3%, -8, 3%, 7%, -4%, 4%, 1%, -31%, 13%, -5%, 0%
> COc1ccccc1NC(=O)C1Cc2ccccc2CN1C(=O)c1ccco1 (centres undefined)
 : -1%, -5, -2%, 5%, 0%, -10%, 6%, -1%, -8%, 17%, 11%
> COc1ccc(CN(C(=O)c2ccco2)c2ccccc2)cc1
 : -22%, 1, -6%, -9%, -4%, -1%, 0%, -16%, -2%, -7%, 9%
> COc1cc(/C=N/n2c(-c3cc(C)[nH]n3)n[nH]c2=S)cc(OC)c1OC
 : x, 3, 6%, -5%, -4%, 1%, -2%, -9%, 4%, 5%, -1%
> COc1ccc(N2CCN(C3CCCCC3NS(=O)(=O)c3ccccc3)CC2)cc1 (centres undefined)
 : -6%, 39, -1%, -5%, -1%, x, -2%, 0%, 2%, 0%, -4%
> O=C1[C@@H]2C(Cc3ccc(O)cc3)NC3(C(=O)Nc4ccc(F)cc43)[C@@H]2C(=O)N1c1ccccc1 (some centres undefined)
 : 7%, -3, u, u, -2%, -1%, 1%, -25%, -2%, 11%, -2%
